PHOSPHO1 block – PubChem AID 1565; Phosphoethanolamine/phosphocholine phosphatase (Homo sapiens), Q8TCT1; 290,000 compounds, 1.1% hits; recombinant PHOSPHO1, absorbance phosphatase assay; inhibition, % at 13.3 µM; in the data active = inhibition above about 60%
Target sequence (Q8TCT1 whole entry, looked up): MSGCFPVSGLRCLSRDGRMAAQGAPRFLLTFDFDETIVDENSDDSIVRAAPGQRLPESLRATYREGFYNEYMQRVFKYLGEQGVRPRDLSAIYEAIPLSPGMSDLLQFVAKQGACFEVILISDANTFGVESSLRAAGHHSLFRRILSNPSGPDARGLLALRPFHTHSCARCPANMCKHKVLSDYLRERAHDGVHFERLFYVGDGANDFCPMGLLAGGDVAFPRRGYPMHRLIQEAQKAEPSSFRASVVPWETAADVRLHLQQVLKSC
FID counter – compounds displacing fluorescent DNA intercalator, primary screen, artefact control for HCV NS3 helicase inhibitor project, biochemical, FID fluorescence; 290,000 compounds, 0.17% hits; AID 1845, 2009; DNA fluorescent intercalator displacement; inhibition, % at 7.9 µM; in the data active = inhibition above about 37%;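 also: 0% = vehicle and 100% = reference compound; higher means more ethidium bromide displaced from hairpin DNA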
GalR3 antagonist – GalR3 antagonists in HEK293 cells, primary screen, cell-based, fluorescence readout | AID 651719, 2012 | 360,000 compounds, 0.44% hits | inhibition, % at 3 µM | Galanin receptor type 3 (Homo sapiens), O60755 | HEK293 GalR3-CNG cAMP membrane potential fluorescence; galR3 body fused to GalR1 C-terminus;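 active = inhibition above the screen-wide average plus 3 SD, cut at about 13% in these data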;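 also: forskolin and galanin both at EC90 stimulate the cells; cAMP rise reported by CNG channel membrane potential dye signal; 0% = forskolin plus galanin with DMSO and 100% = forskolin alone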
Target sequence (O60755 1-299 limits assumed): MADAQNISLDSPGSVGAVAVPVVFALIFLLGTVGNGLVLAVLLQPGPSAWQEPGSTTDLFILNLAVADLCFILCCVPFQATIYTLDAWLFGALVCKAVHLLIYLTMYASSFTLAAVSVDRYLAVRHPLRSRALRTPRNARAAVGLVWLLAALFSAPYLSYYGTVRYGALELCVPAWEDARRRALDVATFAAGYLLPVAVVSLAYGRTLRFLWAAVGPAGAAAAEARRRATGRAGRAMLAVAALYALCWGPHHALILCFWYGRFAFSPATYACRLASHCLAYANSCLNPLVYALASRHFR
NS3 helicase inh – inhibitors of HCV NS3 helicase, primary screen, biochemical, Cy5 molecular beacon fluorescence | NS3 helicase DNA unwinding | inhibition, % at 10.9 µM | 290,000 compounds, 0.56% hits | AID 1800, 2009;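 active = inhibition above the mean of all tested compounds plus 3 SD, set per campaign, cut at about 35% in these data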;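 also: 0% = DMSO wells and 100% = thioflavine S control wells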
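Assay system: hepatitis C virus NS3 helicase domain fragment enzyme. Also added: annealed dual-labelled DNA beacon duplex, ATP-started. Timing: 1 h reaction at 25 °C, ATP-initiated. Technique: Cy5 fluorescence at 0 and 60 min, beacon hairpin quenching. Evaluation: % inhibition of unwinding. Replication: one well per compound.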
GPR7 antag – GPR7 receptor antagonists, primary screen, cell-based, fluorescence, single concentration; inhibition, % at 4.4 µM; Neuropeptides B/W receptor type 1 (Homo sapiens), P48145; 290,000 compounds, 1.1% hits; GPR7-expressing cells, fluorescence antagonist assay; in the data active = inhibition above about 16%, passing the limit was not always enough;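 also: cells stimulated with the agonist NPW; 0% = agonist with vehicle and 100% = vehicle without agonist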
Target sequence (P48145 whole entry, looked up): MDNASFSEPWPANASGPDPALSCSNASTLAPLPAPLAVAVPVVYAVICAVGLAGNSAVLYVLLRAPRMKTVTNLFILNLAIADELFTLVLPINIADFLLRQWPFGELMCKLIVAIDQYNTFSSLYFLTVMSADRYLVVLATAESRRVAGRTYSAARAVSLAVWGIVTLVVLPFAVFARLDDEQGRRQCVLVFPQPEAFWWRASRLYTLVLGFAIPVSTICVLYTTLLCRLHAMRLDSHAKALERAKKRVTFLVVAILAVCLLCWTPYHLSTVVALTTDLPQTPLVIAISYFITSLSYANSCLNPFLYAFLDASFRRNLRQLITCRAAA
VIM-2 inh – VIM-2 metallo-beta-lactamase inhibitors, primary screen, biochemical, epi-absorbance readout, Pseudomonas aeruginosa enzyme; AID 1527, 2009; 290,000 compounds, 0.89% hits; inhibition, % at 5.6 µM; purified VIM-2, nitrocefin hydrolysis, epi-absorbance fluorescence;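 active = inhibition above the mean of all tested compounds plus 3 SD, cutoff set per screening run, cut at about 7.5% in these data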;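 also: red hydrolysis product quenches plate fluorescence so inhibitors raise well fluorescence; 0% = enzyme with DMSO and 100% = DMSO without enzyme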
IMP-1 inhibitor – IMP-1 metallo-beta-lactamase inhibitors, primary screen, biochemical, epi-absorbance readout, Pseudomonas aeruginosa enzyme. inhibition, % at 5.6 µM. purified IMP-1, nitrocefin hydrolysis, epi-absorbance fluorescence. metallo-beta-lactamase IMP-1 (Pseudomonas aeruginosa). 290,000 compounds, 0.45% hits;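 active = inhibition above the mean plus 3 SD of all compounds in the same screening run, cut at about 4.5% in these data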;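 also: 0% = IMP-1 with DMSO and 100% = DMSO wells lacking enzyme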
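Assay system: purified recombinant IMP-1 beta-lactamase. Input: IMP-1 0.2 nM before substrate addition. Buffer or medium: Zinc- and detergent-supplemented HEPES buffer, pH 7.1. Schedule: 25 °C, 15 min preincubation, 25 min reaction. Signal: Epi-absorbance fluorescence, 480 nm excitation, 530 nm emission. Evaluation: percent inhibition from optical density relative to buffer-blank wells.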
OXTR agonist – human OXTR agonists, primary screen, fluorescence, CHO-OTR cells, Fluo-8 calcium; Oxytocin receptor (Homo sapiens), P30559; Fluo-8 calcium fluorescence; normalized: DMSO 0%, oxytocin 100%; activation, % at 3 µM; 320,000 compounds, 0.32% hits; AID 2435, 2010;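 active = activation above the mean of all tested compounds plus 3 SD, cutoff set per screening run, cut at about 20% in these data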;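 also: peak over basal fluorescence ratio from a 100 s FLIPR kinetic read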
V1aR counter – agonists of human V1a receptor, primary screen, counter-screen for OXTR agonist project, fluorescence, CHO-V1R cells. Vasopressin V1a receptor (Homo sapiens), P37288. Fluo-8 calcium fluorescence, agonist mode; 0% DMSO, 100% 3 nM vasopressin. activation, % at 3 µM. 320,000 compounds, 0.25% hits;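 active = activation above the mean activation of all tested compounds plus 3 SD, per screening run, cut at about 20% in these data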;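 also: signal is peak over basal fluorescence ratio across a 100 second FLIPR read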
* = called active by the depositor; x = not tested or not shown.

SMILES	PHOSPHO1 block	FID counter	GalR3 antagonist	NS3 helicase inh	GPR7 antag	VIM-2 inh	IMP-1 inhibitor	OXTR agonist	V1aR counter
O=C(CCN1C(=O)/C(=C/c2ccco2)SC1=S)Nc1ccc(C(=O)O)c(O)c1	33	14	-8	12	-13	-2.9	1.9	0.9	0.5
CCOC(=O)c1cnc2cc(C)nn2c1C	13	1	-2	2	-7	-0.9	-2.3	0.0	0.2
Cc1nc(CC(=O)c2ccc(O)cc2O)cs1	3	-7	-1	-1	2	-1.4	-5.1	2.9	-0.5
COc1cc(/C=C(\C#N)c2nc3ccccc3[nH]2)cc(Br)c1OCc1ccc(F)cc1	-9	4	7	7	0	-6.9	-2.8	-1.9	-0.9
O=C(COc1ccc2c(c1)oc(=O)c1ccccc12)NCC1CCC(C(=O)O)CC1 (stereo unspecified)	29	-42	-6	6	6	5.1	-3.0	0.1	-0.3
O=S(=O)(Nc1ccc(-c2nc3cccnc3s2)cc1)c1ccc(Cl)s1	26	-2	x	0	-6	-1.3	-1.9	-0.7	2.0
CC(=O)c1cccc(NC(=S)NC(=O)c2ccccc2C)c1	3	-29	1	7	-13	-4.9	1.5	-0.7	0.9
Cc1ccccc1CN1CCc2c(OCC(=O)N3CCCCC3)cccc2C1=O	39	-34	-1	1	-9	-0.1	-2.1	-0.2	3.0
CCc1[nH]nc(C(=O)N2CCCC(C(=O)c3cccc(C(F)(F)F)c3)C2)c1C (stereo unspecified)	37	-37	-2	24	-7	-2.1	-1.4	8.6	9.6
COc1ccc2c(C(=O)CN(C)C3CCCCC3)c[nH]c2c1	-1	3	-1	-10	1	-0.5	-1.5	-0.4	0.4
C=CCN(c1ccccc1C(=O)NCC(=O)O)S(=O)(=O)c1ccccc1C	42	-13	-5	-8	-20	-3.0	-2.4	0.4	1.3
Cc1cccc(C(=O)N2c3ccccc3C(=O)OC2c2ccc3c(c2)OCO3)c1 (stereo unspecified)	15	-3	-2	8	-10	-1.4	-2.0	-0.4	0.0
O=C(CN(Cc1ccccc1Cl)C(=O)c1ccc(CN2CCOCC2)o1)NCc1ccccc1	-7	-24	-6	13	-3	1.1	2.2	0.8	0.5
CCNC(=O)NC(=O)C(C)OC(=O)C1CCN(S(=O)(=O)c2ccccc2C(=O)OC)CC1 (stereo unspecified)	17	-37	-5	5	-9	-2.9	-2.0	0.5	0.8
O=C(Nc1cc(Cl)cc(Cl)c1)c1cccc(OC(F)F)c1	-7	7	-6	-6	-3	-0.2	-2.4	1.3	2.3
CC(C1CC1)N(C(=O)c1ccccc1[N+](=O)[O-])c1ccccc1 (stereo unspecified)	-4	-3	-6	-1	-16	-4.4	-2.2	-2.0	-1.5
COc1ccccc1CNS(=O)(=O)c1ccc2c(c1)NC(=O)C(C)S2 (stereo unspecified)	19	-20	-4	5	-8	-1.7	-3.6	4.8	7.1
CCOc1ccccc1NC(=O)CCCNC(=O)c1ccc(Cl)cc1	31	-20	-5	-5	-1	-0.2	1.1	-1.3	-0.7
N#CC1=C(N)NC(SCC(=O)Nc2ccccc2)=C(C#N)C12CCCC2	52	13	-4	11	7	-2.3	-2.4	4.2	3.6
Cc1ccc2nc(NCc3ccccc3)[nH]c2c1	0	-8	-2	-6	-3	-3.8	-4.3	1.2	0.6
O=C(Nc1cccc2c1N(C(=O)c1ccco1)CCC2)c1ccco1	11	-5	-9	5	-3	-3.1	-3.5	-0.5	0.5
CCc1ccccc1NC(=O)COc1ccc2c(=O)c(Oc3cc(C)ccc3C)coc2c1	-32	-2	-5	2	-9	-1.9	-2.2	-0.7	-0.2
O=C(NNC(=O)C1CC1)c1ccc(-c2ccccc2)cc1	24	-7	-8	4	-5	-2.9	-1.3	1.3	0.9
O=C1C(NS(=O)(=O)c2cccs2)=C(N2CCOCC2)C(=O)c2ccccc21	-93	11	1	2	-8	5.9	0.7	-0.4	-1.5
O=C(COC(=O)/C=C/c1cccc(Cl)c1)NCCC1=CCCCC1	-9	-10	0	-8	-10	-2.1	-3.4	-0.4	-0.8
Cc1ccnc2nc(C(=O)OCCOc3ccccc3)nn12	16	-2	2	0	2	-2.2	-1.0	0.4	1.5
CCc1ccc(C2=NN(CCC(=O)NC(C)c3ccc4c(c3)OCCO4)C(=O)CC2)cc1 (stereo unspecified)	-18	-38	5	2	-13	-4.3	-2.6	-1.4	-1.6
O=Cc1ccc(-n2nncc2-c2ccc([N+](=O)[O-])cc2)cc1	1	16	0	7	15	-5.2	-3.5	-0.5	-0.3
Cc1cc(C(=O)N2CCCC(N3CCN(c4cccc(Cl)c4)CC3)C2)nn1C (stereo unspecified)	19	-38	1	7	-20	-2.2	-3.5	-0.5	1.3
Cn1c(=O)n(CCC(=O)O)c2ccccc21	12	1	-7	-8	-8	-3.3	-3.9	1.5	-0.2
COc1ccc(-c2c(C)nn3c(NC4CCCC4)cc(C)nc23)cc1OC	20	-27	-9	5	6	5.0	1.0	-1.8	-1.3
Cc1ccc(NC(=O)/C=C/c2ccc(Cl)cc2)nc1	41	-7	-8	8	-3	-2.2	-2.7	-0.3	-1.1
COc1ccc(CC(=O)Nc2ccc(-c3noc(-c4cc(OC)c(OC)c(OC)c4)n3)cc2)cc1	2	1	-2	-6	-8	-2.2	-1.3	-0.2	0.7
COc1ccc2cnn(CCOc3ccccc3)c(=O)c2c1OC	-3	-22	3	6	-4	-0.8	-4.7	0.2	-0.9
CC(NC(=O)C[n+]1cccc(Br)c1)c1ccccc1 (stereo unspecified)	-27	-2	-4	-7	-17	-1.0	-2.1	1.6	0.9
COC(=O)C1C(=O)C(C(=O)c2ccccc2)C(=O)CC1(C)C (stereo unspecified)	26	-2	-9	6	-8	-2.0	-2.1	-0.5	0.1
COCCn1nnnc1C(C(C)C)N1CCN(C(=O)c2ccco2)CC1 (stereo unspecified)	7	-3	-3	10	1	-2.0	-2.2	-0.1	1.5
O=C(O)CC1=C(Nc2ccccc2)C(=O)N(c2ccccc2)C1c1ccc(Cl)cc1 (stereo unspecified)	21	-32	-3	-14	-12	-0.7	-1.4	-0.5	-0.5
Cn1nnc(NC(=O)c2cccc(OCc3ccccc3)c2)n1	-14	6	-2	5	-17	-2.2	-3.5	-0.8	-0.3
Cn1nc(C(=O)Nc2c(-c3ccccc3)nc3sccn23)c2ccccc2c1=O	32	2	-1	6	4	-2.8	-3.2	0.7	1.5
O=C(CSc1ncn[nH]1)c1ccccc1	95*	0	-3	-8	-5	0.7	-2.3	0.9	1.2
Cc1nc(N2CCOCC2)[nH]c(=O)c1C(O)C(Cl)(Cl)Cl (stereo unspecified)	-2	3	0	10	8	-2.0	-4.2	0.2	1.1
CCOC(=O)c1nn(-c2ccc(OCC)cc2)c(C)c1C(C)=O	9	-15	3	1	-6	1.3	-2.0	1.3	1.2
O=C1C2CC=CCC2C(=O)N1c1nc2n(n1)C(c1ccccc1)CC(c1ccccc1)N2 (stereo unspecified)	-6	-30	4	-3	0	-3.5	-2.6	-0.6	0.1
COc1ccccc1N1CCN(C(=O)C2CCN(S(=O)(=O)c3ccc(Cl)cc3)CC2)CC1	9	-50	-3	5	-4	-2.3	-6.2	2.6	5.2
COCCNC(=O)C12CC3CC(CC(Cl)(C3)C1)C2	12	0	3	-18	-1	-2.4	-5.2	0.3	-0.3
Cn1c(=O)c2ncn(CC(=O)Nc3nc(-c4ccc(Cl)cc4)cs3)c2n(C)c1=O	32	-5	-2	-5	-9	-5.7	-2.8	5.1	3.8
Cc1cc(=O)oc2cc(OCC(=O)OCc3nnc(-c4ccccc4)o3)ccc12	35	-3	-5	3	-15	0.2	-0.3	0.2	1.8
CCn1cc(CNC(=O)C2CCC(=O)N(C3CCCCCC3)C2)cn1 (stereo unspecified)	27	-10	-6	3	11	-0.8	-1.3	-0.6	0.2
Cc1cc2ncn(-c3nnnn3-c3ccccc3)c2cc1C	5	-14	-1	-4	19*	-1.4	-3.9	-0.8	0.0
Cc1sc2nc(SCC(=O)N3CCOCC3)[nH]c(=O)c2c1C	10	0	0	4	-10	2.3	-3.3	0.0	-0.9
CCOC(=O)C1=C(CSc2nc3c(cc2C#N)CN(C)CC3)OC(N)=C(C#N)C1c1ccccc1 (stereo unspecified)	98*	-2	0	-51	-17	-0.4	-1.1	-0.6	2.8
CC(C)NS(=O)(=O)c1ccc(OCC(=O)NC(C)c2ccccc2)cc1 (stereo unspecified)	12	-15	3	8	0	-2.0	-2.5	-0.8	0.1
CCCSc1nc2c(=O)[nH][nH]c(=O)c2n1Cc1ccccc1	-38	-12	-6	13	-5	-1.2	-0.6	-0.3	-0.1
NC(=O)c1cc(NC(=O)CCNS(=O)(=O)c2cccc(C(F)(F)F)c2)cc(C(N)=O)c1	28	-4	-2	2	-4	-4.9	-3.0	0.4	0.3
C=CCn1c(SCC(=O)Nc2cccc(OC)c2)nnc1-c1cccnc1	-14	-11	2	11	-3	-4.8	-4.1	0.2	-0.3
CCC(C)NC(=O)C(=O)NC1CCCC1 (stereo unspecified)	6	0	-4	0	-15	-1.5	-3.1	x	x
O=C1/C(=C/c2cccnc2)N=C2CCCCCN12	-6	-13	6	7	-6	-3.0	-1.8	-0.2	0.7
CCOc1cc(/C=C2\C(=O)ON=C2c2ccccc2)cc(Br)c1O	33	-10	-3	36	7	-3.0	-3.8	1.3	1.6
O=C(O)COc1c(Cl)cc(/C=C2/NC(=O)NC2=O)cc1Br	-26	-4	-3	6	-13	-0.9	-2.1	0.9	1.8
Cn1c(CNC(=O)CNS(=O)(=O)c2ccccc2)cc(=O)n(C)c1=O	13	-9	3	4	3	0.8	-0.1	-0.2	-0.2

3 compounds picked at random from the list so far:
SMILES	PHOSPHO1 block	FID counter	GalR3 antagonist	NS3 helicase inh	GPR7 antag	VIM-2 inh	IMP-1 inhibitor	OXTR agonist	V1aR counter
COCCNC(=O)C12CC3CC(CC(Cl)(C3)C1)C2	12	0	3	-18	-1	-2.4	-5.2	0.3	-0.3
COc1ccccc1N1CCN(C(=O)C2CCN(S(=O)(=O)c3ccc(Cl)cc3)CC2)CC1	9	-50	-3	5	-4	-2.3	-6.2	2.6	5.2
Cc1cc(=O)oc2cc(OCC(=O)OCc3nnc(-c4ccccc4)o3)ccc12	35	-3	-5	3	-15	0.2	-0.3	0.2	1.8

Compound activity as filed in PubChem.

Random draw from the library; any-hit rate near 4.3%.
